proKLK7 act = activators of human kallikrein-7 zymogen. P49862. purified proKLK7, EDANS-DABCYL substrate fluorescence; 100% is mature enzyme control, 0% vehicle. activation, % at 7 µM. actives 0.9% (n = 370,000). AID 652039;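 active means activation above the mean of all tested compounds plus 3 SD, computed per campaign excluding outliers beyond control limits, cut at about 13% in these data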
NPR1 activator = GC-A (human) enzyme activation; P16066; HEK293 GC-A cells, cGMP TR-FRET, EC30 ANP; 0% at EC30 ANP, 100% saturating ANP; activation, % at 10 µM; actives 0.14% (n = 370,000); in the data active means activation above about 40%
ASAP1 GAP inh = ASAP1 ArfGAP inhibition; Q9ULH1; ASAP1-stimulated ARF1 GTP hydrolysis, GDP FP detection; inhibition, % at 16.5 µM; actives 0.19% (n = 360,000); AID 624377; in the data active means inhibition above about 25%;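 further: 0% = vehicle with enzyme and substrate and 100% = no enzyme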
FXN GAA850 act = frataxin GAA850 promoter activation; activation, % at 6 µM; AID 540364; HEK293 lucGAA850 FXN promoter luciferase reporter, 24 h; percent of 10 µM SAHA response; actives 0.56% (n = 360,000);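 active means activation above the average of all compounds screened plus 3 SD, cutoff fixed separately per campaign, cut at about 7.5% in these data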;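 further: 0% = DMSO wells and 100% = 10 µM SAHA wells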
rCAG RNA binder = binds r(CAG) RNA repeats; r(CAG) RNA repeat, TO-PRO-1 dye displacement fluorescence; inhibition, % at 3 µM; actives 1.3% (n = 370,000); AID 651821;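 active means inhibition above the plate cutoff, the mean of all test compounds on that plate plus 3 SD, cut at about 35% in these data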;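 further: 0% = DMSO alone and 100% = 100 µM mitoxantrone as full dye displacement; higher means more dye released from RNA so lower well fluorescence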
ARFGAP1 inh = inhibitors of rat ARFGAP1; AID 651572; actives 0.26% (n = 360,000); Arfgap1-stimulated ARF1 GTP hydrolysis, GDP FP detection; inhibition, % at 16.5 µM; Q62848;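 active means inhibition above a per-plate limit, mean inhibition of low control wells plus 3 SD, cut at about 25% in these data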;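 further: 0% = DMSO wells with enzyme and 100% = wells lacking Arfgap1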
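Assay system: Rat Arfgap1 GAP domain (His6, aa 1-136), purified enzyme | Buffer or medium: HEPES 25 mM pH 7.5, NaCl 150 mM, MgCl2, DTT | Schedule: GTP hydrolysis reaction 2 h at 25 °C | Signal: FP of antibody-bound GDP Alexa 633 tracer, ex 620/em 688 nm | Measure: Percent inhibition of Arfgap1-stimulated GTP hydrolysis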
ADAM10 inh = inhibits human ADAM10; O14672; recombinant ADAM10, EDANS/DABCYL FRET peptide cleavage, 3 h; inhibition, % at 7 µM; actives 0.62% (n = 370,000);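 active means inhibition above a per-campaign cutoff equal to the mean of compounds falling between control-based bounds plus 3 SD, cut at about 20% in these data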;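 further: 0% = DMSO wells while the 100% control is not disclosed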
Tn6 DDE FP = disrupts Tn6 cyclic peptide binding to fibrin D-Dimer-E complex; P02675; Fibrin DD(E) TRITC-Tn6 fluorescence polarization displacement; inhibition, % at 8.3 µM; actives 0.21% (n = 370,000);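 active means inhibition above a per-campaign cutoff: mean of compounds within control limits plus 3 SD, cut at about 15% in these data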;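 further: 0% = median of all compound wells on the plate and 100% = blocking peptide control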
sPLA2-III inh = Inhibits HGIII-sPLA2 liposome hydrolysis, primary screen; Q9NZ20; QFRET BODIPY PC-A2 liposome hydrolysis, fluorescence; inhibition, % at 12.2 µM; actives 0.56% (n = 370,000);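 active means inhibition above mean plus 3 SD of compounds lying within the high and low control bounds, cut at about 19% in these data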;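 further: 0% = median of test compound wells and 100% = no enzyme DMSO wells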
GC-B act = GC-B (human) receptor activation. actives 0.11% (n = 370,000). HEK293-GC-B cells, CNP EC30, cGMP TR-FRET; 0% at EC30 CNP, 100% saturating CNP. activation, % at 10 µM. AID 1920062;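 active means activation at 10 µM reaching about 35% in either raw or pattern-adjusted values, limit read from the data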
Target sequence (P20594 whole entry, looked up): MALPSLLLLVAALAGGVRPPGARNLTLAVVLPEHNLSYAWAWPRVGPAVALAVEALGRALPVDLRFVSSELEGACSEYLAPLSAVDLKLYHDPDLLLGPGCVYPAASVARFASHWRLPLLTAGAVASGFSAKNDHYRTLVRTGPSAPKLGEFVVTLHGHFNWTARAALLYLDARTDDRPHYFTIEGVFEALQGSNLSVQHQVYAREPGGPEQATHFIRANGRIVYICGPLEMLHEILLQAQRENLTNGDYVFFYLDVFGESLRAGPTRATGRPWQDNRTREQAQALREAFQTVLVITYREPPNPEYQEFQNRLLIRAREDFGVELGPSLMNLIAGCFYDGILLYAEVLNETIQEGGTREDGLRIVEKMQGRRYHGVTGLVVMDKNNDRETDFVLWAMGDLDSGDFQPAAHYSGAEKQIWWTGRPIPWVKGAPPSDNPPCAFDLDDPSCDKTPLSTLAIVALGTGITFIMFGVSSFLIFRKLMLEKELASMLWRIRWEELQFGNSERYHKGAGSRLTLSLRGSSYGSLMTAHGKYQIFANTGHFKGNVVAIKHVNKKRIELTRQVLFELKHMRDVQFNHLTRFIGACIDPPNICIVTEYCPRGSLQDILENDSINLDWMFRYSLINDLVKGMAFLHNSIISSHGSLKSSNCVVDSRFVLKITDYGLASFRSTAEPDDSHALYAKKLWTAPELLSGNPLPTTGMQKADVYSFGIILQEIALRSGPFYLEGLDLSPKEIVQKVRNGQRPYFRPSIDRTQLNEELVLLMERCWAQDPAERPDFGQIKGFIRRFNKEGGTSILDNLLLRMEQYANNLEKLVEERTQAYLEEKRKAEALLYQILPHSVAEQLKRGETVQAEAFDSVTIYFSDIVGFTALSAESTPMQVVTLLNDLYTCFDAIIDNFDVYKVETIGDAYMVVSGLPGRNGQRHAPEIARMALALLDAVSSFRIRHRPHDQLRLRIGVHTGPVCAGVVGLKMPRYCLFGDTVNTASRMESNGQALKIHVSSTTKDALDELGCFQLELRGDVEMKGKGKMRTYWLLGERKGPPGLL
Active calls of the source: *; · = no result given.

SMILES	proKLK7 act	NPR1 activator	ASAP1 GAP inh	FXN GAA850 act	rCAG RNA binder	ARFGAP1 inh	ADAM10 inh	Tn6 DDE FP	sPLA2-III inh	GC-B act
Cc1cccn2c(=O)c3cc(C(=O)N4CCCC(C)C4)sc3nc12 (stereo not drawn)	0.7	4	13	5.3	2	0	-400	-8	11	2
Cc1c(Cl)cnc(NC(=O)CSc2nnc(C)n2Cc2ccccc2)c1Cl	0.3	-1	4	-0.5	-4	-1	4	4	-2	2
Cc1nn(Cc2ccccc2)c(C)c1NC(=O)CSc1n[nH]c(C)c1[N+](=O)[O-]	0.4	-1	-11	-1.6	2	8	-21	-4	-1	9
CC(=O)c1sc(NC(=O)CSCc2c(C)noc2C)nc1-c1ccccc1	-0.4	-2	1	-0.7	5	-6	2	-4	-8	-1
O=S(=O)(NCCc1ccccn1)c1ccc(OC(F)(F)F)cc1	-0.5	2	4	2.1	0	-1	3	6	-1	1
Cc1cn(CC(=O)N[C@H](C)c2cccc3ccccc23)c(=O)[nH]c1=O	0.3	3	11	0.8	3	0	2	-1	6	-9
Cc1ccc2c(c1)[C@@H]1CN(C)CC[C@@H]1N2S(=O)(=O)c1ccc([N+](=O)[O-])cc1	0.2	-3	-4	-3.0	-8	-4	3	2	-12	-3
COc1cccc(CN2C(=O)[C@H]3Cc4c([nH]c5ccccc45)C(C)(C)N3C2=O)c1	0.7	7	-1	-0.4	-2	8	21*	-4	-22	11
Cc1cccc(-c2cccc(NC(=O)C3CCCN(C(=O)c4cccnc4)C3)c2)c1 (stereo not drawn)	1.1	3	3	3.4	-3	-6	-5	4	-7	-1
O=C1C2CCCN2C(c2ccccc2F)N1c1ccc(F)cc1 (stereo not drawn)	-0.7	-1	-10	-1.8	3	2	4	9	3	-1
COc1cc(OC)cc(-c2oc(=O)c3cc(OC)c(OC)cc3c2C#CCCCO)c1	-4.2	4	-18	1.9	2	-1	3	-8	5	6
COc1cc2c(cc1OC)CN(C(=S)Nc1ccccc1)CC2	3.9	2	-20	0.4	-1	2	-8	5	4	2
CCOc1cc(C2CC(=O)N3CN(C4CCCCC4)CSC3=C2C#N)ccc1O (stereo not drawn)	0.6	1	26*	1.6	20	-15	-2	4	-7	1
CCn1cc(S(=O)(=O)Nc2ccc3c(c2)OCCO3)cn1	0.5	2	-13	-8.7	2	5	-5	0	1	-3
COc1cccc(C(=O)NC2CCCc3ccccc32)c1 (stereo not drawn)	0.2	0	1	4.2	-5	-2	6	-7	6	3
C/C(CCc1ccco1)=N\NC(=O)CNc1c(Br)cc(Br)cc1Br	0.6	·	2	0.1	-5	-1	4	10	-2	·
O=C(CNC(=O)c1ccc(Cl)cc1)c1ccc(Br)cc1	-1.0	7	-2	0.2	-2	-12	2	-1	-28	-2
O=C(Nc1cc(=O)[nH]c2ncnn12)c1ccc(Cl)cc1Cl	-0.7	-3	-6	0.3	5	0	0	0	5	-1
N/C(=N\OC(=O)CCCc1ccccc1)c1ccccn1	-0.4	0	-9	2.5	-2	2	-1	1	0	2
COc1ccc(NC(=O)c2cc3cc(OC)ccc3oc2=O)cc1	-0.1	1	-9	0.3	4	11	-3	0	14	-3
N=c1c2c(ncn1CCCO)Oc1ccc3ccccc3c1C2c1ccccc1 (stereo not drawn)	0.1	-35	-1	-3.4	11	-6	3	-3	-3	-15
COc1ccc(CNC(=O)c2ccc3ccccc3n2)cc1	0.6	6	-4	1.7	-3	1	2	-5	-2	1
Cc1ccc(CN(C)C(=O)C2CCC(=O)N(CCc3ccccc3)C2)o1 (stereo not drawn)	0.0	2	0	1.3	-4	0	-9	-3	-4	1
Cc1cccc2nc(CSc3nnc4ccccn34)cn12	0.5	2	3	5.8	1	-6	1	1	0	7
CC(NC(=O)C1CCN(S(=O)(=O)c2cc([N+](=O)[O-])ccc2Cl)CC1)c1ccccc1 (stereo not drawn)	0.3	2	-2	0.5	0	3	-2	6	-1	0
SMILES	proKLK7 act	NPR1 activator	ASAP1 GAP inh	FXN GAA850 act	rCAG RNA binder	ARFGAP1 inh	ADAM10 inh	Tn6 DDE FP	sPLA2-III inh	GC-B act
O=S1(=O)c2ccc(N3CCCC3)cc2Oc2ccccc2CN1Cc1cn(Cc2ccc(C(F)(F)F)cc2)nn1	-0.1	2	·	·	12	·	-8	-1	12	6
CN1C(=O)C(O)(CC(=O)c2ccc(F)cc2)c2cc(Br)ccc21 (stereo not drawn)	-0.1	-7	-12	0.7	-1	1	-8	4	-3	-11
Cc1c(NC(=O)C(C)OC(=O)c2ccc(Cl)nc2)c(=O)n(-c2ccccc2)n1C (stereo not drawn)	0.1	-1	-1	2.1	0	5	-7	6	12	0
CCc1ccc(NC(=O)/C(C#N)=C/c2cn(CC(=O)O)c3ccccc23)cc1	1.1	7	8	2.0	36*	-4	-11	1	-9	-1
O=C(O)c1sccc1S(=O)(=O)N1CCN(c2ccc(C(F)(F)F)cn2)CC1	0.1	2	14	2.3	4	-7	-1	6	-2	-2
Cc1cccc(N(C)C(=O)c2cc3cc4ccc(C)cc4nc3o2)c1	0.9	-7	12	1.5	2	11	-13	-9	0	1
COc1ccc(C(=O)NCc2nnc(SCC(=O)NCc3ccco3)o2)cc1OC	0.4	2	2	-0.4	0	1	-2	-5	2	-2
Cc1ccc(OCCNC(=O)CCNS(=O)(=O)c2ccc3ccccc3c2)cc1	0.2	1	3	2.0	3	17	0	-1	-23	0
c1ccc(-c2ccc(CN3CCN(c4ncccn4)CC3)cc2)cc1	0.4	6	9	-2.2	-10	-11	11	7	-5	-1
CN(c1ccc(OCC(=O)N2CCOCC2)cc1)S(=O)(=O)c1ccc(Cl)cc1	-0.5	-4	16	0.3	1	4	1	-6	-5	2
c1ccc(Cn2nnc3c(N4CCN(Cc5ccc6c(c5)OCO6)CC4)ncnc32)cc1	0.4	3	-2	0.7	-3	7	14	-5	-9	-1
Cc1nnc(NC(=O)CSc2ccc3nnc(-c4ccccn4)n3n2)s1	3.9	1	-6	0.9	0	-8	-32	5	-1	3
O=C(NCc1ccncc1)C(=O)Nc1ccc2c(c1)OCO2	0.3	1	6	1.7	2	1	-1	-5	-3	-1
CCC(C)(C)NC(=O)c1cc([N+](=O)[O-])ccc1N1CCCCC1	0.1	1	-12	0.7	-7	-5	-4	-6	1	-7
CCCn1c(SCC(=O)NC(=O)NCc2ccccc2)n[nH]c1=O	0.1	-2	1	-1.1	2	-9	-7	2	-4	1
Cc1cc2cc(CCNC(=O)c3cccc([N+](=O)[O-])c3)c(=O)[nH]c2cc1C	-0.8	0	-3	0.8	1	14	-5	0	16	0
CS(=O)(=O)N1CCN(C(=O)c2cc(-c3cccnc3)nc3ccc(Br)cc23)CC1	-0.4	1	-7	0.5	0	7	-3	3	-6	5
CN(C)C(CNC(=O)c1ccc(NS(=O)(=O)c2ccc(F)c(F)c2)cc1)c1ccccc1 (stereo not drawn)	0.5	2	2	-1.3	5	5	3	-3	-12	-2
CC(C)(C)NC(=O)C(c1cccnc1)N(C(=O)c1cnc[nH]1)c1ccc(C(C)(C)C)cc1 (stereo not drawn)	·	-6	·	·	·	·	4	4	-12	0
COc1ccc(/C(C)=N/NC(=O)Cc2c(C)nc(C)[nH]c2=O)cc1	-0.2	0	5	1.0	5	6	1	-1	1	-5
O=C(O)c1cccc2c1Cc1cc([N+](=O)[O-])ccc1-2	0.7	-1	-5	-0.4	2	8	2	4	-8	-3
COc1ccc(C(=O)N=c2sc3ccccc3n2C)cc1	1.3	1	-5	5.3	2	2	-6	-4	1	-4
CCc1ccccc1Nc1nc(N)nc(COC(=O)C2=COCCO2)n1	-0.6	3	-2	1.2	-1	-4	-10	6	9	1
C=Cn1cc(CNC[C@H]2O[C@@H](n3cc(C)c(=O)[nH]c3=O)C[C@@H]2O)c(C)n1	-0.5	-2	10	0.2	0	-9	-12	-3	11	1
Cc1ccc(S(=O)(=O)N2CCN(CC(=O)N/N=C\c3cccnc3)CC2)cc1	-0.1	3	3	0.0	0	3	0	0	-3	0
SMILES	proKLK7 act	NPR1 activator	ASAP1 GAP inh	FXN GAA850 act	rCAG RNA binder	ARFGAP1 inh	ADAM10 inh	Tn6 DDE FP	sPLA2-III inh	GC-B act
COc1ccccc1NC(=O)Cc1ccc(-c2ccccc2)cc1	-0.5	2	-25	1.4	3	-1	9	1	-13	2
O=C(NCc1ccco1)C1CCCN1S(=O)(=O)c1ccccc1C(F)(F)F (stereo not drawn)	0.8	3	-5	2.2	7	12	-11	7	3	4
CCCCN(C=O)c1c(CC)nc2c(OCCC)cccn12	0.0	0	3	-1.0	0	1	-2	0	-3	0
Cc1ccc(NC(=O)C2=NNC(=O)CC2)cc1S(=O)(=O)Nc1ccc(SC(F)F)cc1	0.2	-6	1	-0.3	27	1	2	-1	-33	1
CCCCOc1ccc(C(=O)N2CCN(c3ncccn3)CC2)cc1	-0.2	-3	-9	0.2	-11	14	1	1	-5	5
Fc1cccc(/C=N/Nc2nccnc2Cl)c1	0.1	-1	-6	3.6	-3	-14	-2	-4	-2	1
CCOC(=O)c1ccccc1-c1csc(N)n1	-0.2	3	-3	0.2	-1	14	10	-3	1	6
CCOC(=O)C1(CCCc2ccccc2)CCN(C(=O)CCc2cnccn2)CC1	-0.4	1	13	0.7	-5	-10	-9	10	-3	-1
CCOC(=O)C1=C(C)NC(=O)NC1c1ccc(N2CCC(c3ccccc3)=N2)cc1 (stereo not drawn)	-12	0	1	-4.4	6	8	-112	2	-3	-3
Cc1ccc(N=Nc2c(N)n(-c3ccccc3)[nH]c2=O)cc1	-1.3	8	-12	5.3	6	-4	1	0	10	-1
CCOC(=O)c1c(CC(C)C)csc1/N=C/C1=C(O)CCCC1=O	1.9	1	10	0.2	-2	-1	-13	-3	-8	6
COC(=O)N1C[C@H](OCc2ccc3c(c2)OCO3)[C@H]2C[C@@H]1c1ccccc1O2	0.7	-3	6	·	1	7	-11	4	9	1
O=C(C1CCCN(S(=O)(=O)c2ccc(Cl)cc2)C1)N1CCCC1 (stereo not drawn)	-0.2	-1	4	-1.1	0	-11	3	-8	1	3
COC(=O)C[C@@H]1CC[C@H](NC(=O)c2ccc3c(c2)OCO3)[C@@H](CO)O1	-0.3	3	1	·	0	11	2	7	2	4
COc1ccc(C2NC(=O)NC(C)=C2C(C)=O)cc1 (stereo not drawn)	-0.9	1	-7	-1.7	5	0	3	-1	5	2
COc1ccc(CNC(=O)O[C@H]2CC[C@@]34CCCN3C(=O)CCC[C@H]4C2)cc1	·	2	·	·	·	·	2	-6	1	1

Compound profiles (already shown). Order of values: proKLK7 act	NPR1 activator	ASAP1 GAP inh	FXN GAA850 act	rCAG RNA binder	ARFGAP1 inh	ADAM10 inh	Tn6 DDE FP	sPLA2-III inh	GC-B act
Profile of `O=C(NCc1ccco1)C1CCCN1S(=O)(=O)c1ccccc1C(F)(F)F` (stereo not drawn) = 0.8	3	-5	2.2	7	12	-11	7	3	4
Profile of `COc1cc(OC)cc(-c2oc(=O)c3cc(OC)c(OC)cc3c2C#CCCCO)c1` = -4.2	4	-18	1.9	2	-1	3	-8	5	6
Profile of `c1ccc(Cn2nnc3c(N4CCN(Cc5ccc6c(c5)OCO6)CC4)ncnc32)cc1` = 0.4	3	-2	0.7	-3	7	14	-5	-9	-1

High-throughput results: PubChem, several laboratories
